Rat MKP-3 inhibitors: MKP-3 phosphatase inhibitors, primary screen, biochemical, rat enzyme, in vitro (AID 425). inhibition, % at 20 µM; hits with a dose series show IC50 in µM. recombinant MKP-3 phosphatase activity, fluorescence; higher % means a stronger effect. 110,000 tested, 0.17% active; in the data active = inhibition above about 50%;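 also: plate controls were vehicle for no effect and reference inhibitor for full effect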
Hsp70 displacement: Hsp70 inhibitors, probe displacement, primary screen, biochemical, fluorescence polarization (AID 583); one-dose displacement, % at 20 µM; IC50 in µM for titrated hits; Hsp70 fluorescence polarization probe displacement, mP; higher % means a stronger effect; 140,000 tested, 0.06% active; in the data active = displacement above about 50%;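 also: plate controls were vehicle for no effect and reference ligand for full effect; a part of the inactive calls stands beside numbers as strong as those of hits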
Numbers without * were called inactive; / = no result given; & = joins results of further samples. This is a subset, so the mix of outcomes need not match the whole.

smiles	Rat MKP-3 inhibitors	Hsp70 displacement
O=C(CS(=O)CC(=O)N(CC(=O)NC1CCCC1)C1CCCCC1)Nc1ccc(F)cc1 (stereo not drawn)	-4%	-0.7%
Cc1cccc(CCNC(=O)C2CCC(CNc3c(N4CCCC4)c(=O)c3=O)CC2)c1 (stereo not drawn)	-1%	-3.3%
COCCNC(=O)/C(=C\C=C\c1ccccc1)NC(=O)c1ccc(C)cc1	0%	2.4%
Cc1ccc(/C(O)=C2\C(=O)C(=O)N(CCCC(=O)O)C2c2ccc3c(c2)OCO3)cc1 (stereo not drawn)	3%	3.0%
Cc1cccc(OCC(=O)Nc2cccc(C(F)(F)F)c2)c1C	1%	5.1%
Cc1oc(-c2ccc(F)cc2)cc1-c1nn2c(-c3ccoc3C)nnc2s1	4%	-1.6%
Cc1ccc(C)c(S(=O)(=O)NCc2ccc(C(=O)N3CCCCC3C)cc2)c1 (stereo not drawn)	/	3.3%
CC(=O)N/C(=C/c1ccc2c(c1)OCO2)C(=O)NC(Cc1ccccc1)C(=O)O (stereo not drawn)	-2%	-1.4%
CCCCc1c(O)nc(SCC(=O)N2CCOCC2)n(-c2ccccc2C)c1=O	2%	7.6%
Cc1cc(C(C)(C)C)c(O)c(C)c1CC1=NCCN1	2%	-0.6%
CCN1C(=O)C2(/C(=C(\O)c3ccc4c(c3)OCCO4)C(=O)C(=O)N2CCCOC)c2ccccc21 (stereo not drawn)	-1%	-2.2%
CCCn1c(=N)n(CC(=O)c2cccs2)c2ccccc21	-10%	0.8%
COc1ccc(CN2CC(C(=O)NCCCN3CCN(C)CC3)CC2=O)cc1 (stereo not drawn)	4%	/
CCOC(=O)c1cc2c(=O)n3ccccc3nc2n(CCCOC)c1=NC(=O)C(C)(C)C	0%	/
CCOC(=O)C1=C(O)/C(=C/c2cccc(OC)c2O)N=C1C	0%	-3.4%
O=C(Nc1ccc(C2CCCCC2)cc1)C1CCCN(c2ncccn2)C1 (stereo not drawn)	-8%	9.2%
O=C(Nc1ccc2oc(-c3ccccc3Cl)nc2c1)c1ncn[nH]1	-10%	15%
Cc1cc(NC(=O)Nc2ccc(F)cc2)no1	/	-0.5%
CCOC(=O)N1CCN(C(=O)Cn2cc3c(n2)CCCC3)CC1	-5%	-3.3%
COC(=O)c1cc(C)sc1NC(=O)CCCC(=O)O	-9%	4.0%

Ordered by SMILES length (lowest first): part of the list above.
smiles	Rat MKP-3 inhibitors	Hsp70 displacement
COc1ccc(CN2CC(C(=O)NCCCN3CCN(C)CC3)CC2=O)cc1 (stereo not drawn)	4%	/
Cc1oc(-c2ccc(F)cc2)cc1-c1nn2c(-c3ccoc3C)nnc2s1	4%	-1.6%
CCOC(=O)c1cc2c(=O)n3ccccc3nc2n(CCCOC)c1=NC(=O)C(C)(C)C	0%	/

The list continues:
smiles	Rat MKP-3 inhibitors	Hsp70 displacement
O=C(O)c1cc(NC(=O)c2ccco2)cc(C(=O)O)c1	3%	-5.6%
COc1ccc(NC(=O)c2cnc(C)cn2)cc1-n1cnnn1	0%	-0.8%
CC(=O)Nc1ccc(NC(=O)Cn2cc3c(n2)CCC(C)C3)cc1 (stereo not drawn)	1%	-4.6%
COC(=O)C1=C(C)N(CC(C)C)C(=O)/C1=C\c1cccc([N+](=O)[O-])c1	4%	-2.0%
C=CCn1c(SCC(=O)Nc2sccc2C(N)=O)nc2ccc(Cl)cc2c1=O	/	0.1%
O=C(NC(=S)Nc1ccc(Cc2ccncc2)cc1)c1ccc(Cl)cc1	-1%	-0.2%
NC(=O)c1cccc(NC(=O)c2ccccc2C(=O)O)c1	3%	-0.1%
CC(Sc1nc2ccc(Br)cc2c(=O)n1-c1ccccc1)c1ccccc1 (stereo not drawn)	4%	-12%
COc1ccc(/C(N)=N/OC(=O)c2cccc([N+](=O)[O-])c2C)cc1OC	-3%	2.2%&-3.2%
COc1ccc(OCCC(=O)c2ccc(OC)c(OC)c2)cc1	-5%	1.3%
Cc1oc2nc(SCC(=O)Nc3ccc(S(N)(=O)=O)cc3)nc(NC(=O)c3ccccc3)c2c1C	/	5.7%
Cc1cccn2c(=O)c(/C=C(\C#N)S(=O)(=O)c3ccc(Cl)cc3)c(N3CCC(C(N)=O)CC3)nc12	/	-2.1%
Cn1c(=O)[nH]c(=O)c2c1nc(N1CCN(Cc3ccccc3)CC1)n2CCSc1ncccn1	1%	-2.7%
O=C(NCc1cccs1)C(=O)Nc1ccccc1	-1%	0.3%
O=C(COc1ccc(Cl)cc1)Nc1nc(-c2cccs2)cs1	-4%	2.0%
Cc1cccc(-n2nnc(C(=O)NCc3ccccn3)c2N)c1	0%	-3.6%
O=C(NCC1CCCO1)c1nc2c(nnn2Cc2ccccc2Cl)c(=O)[nH]1 (stereo not drawn)	/	3.2%
Nc1ccc(C(=O)n2c3ccccc3c3ccccc32)cc1	/	8.3%
COc1ccc2cc(C(c3nnnn3C3CCCCC3)N3CCCCCC3)c3nnnn3c2c1 (stereo not drawn)	-8%	-0.5%
CN(C)CCNC(=O)Cc1c(C(=O)O)n(C)c2ccccc12	-6%	5.0%
O=C(NCCCN1CCOCC1)/C(=C/c1ccc(-c2ccc(Cl)cc2)o1)NC(=O)c1ccccc1	3%	-2.6%
Cc1cc(S(=O)(=O)N2CCN(c3ncccn3)CC2)ccc1-n1cnnn1	-3%	-1.5%
COc1ccccc1CNC(=O)c1ccc(NS(C)(=O)=O)cc1	-2%	0.1%
CCCOc1cccc(C(=O)Nc2scc(-c3ccc(C)cc3)c2C(=O)OC)c1	4%	-1.7%
COc1ccc(-n2cccc2/C=C2\C(=N)N3N=C(c4ccco4)SC3=NC2=O)cc1	9µM*	/
COc1ccccc1N1CCN(C(=O)c2ccc(CS(=O)(=O)c3ccccc3OC)o2)CC1	-4%	-3.6%
COc1ccc2c(=O)c(N3C(=O)c4ccccc4C3=O)coc2c1	-5%	-6.1%
COC(=O)C1=C(C)NC2=C(C(=O)CC(c3ccccc3)C2)C1c1ccccc1 (stereo not drawn)	1%	4.0%
COc1ccc(S(=O)(=O)NC(C)C2C3CC4CC(C3)CC2C4)cc1 (stereo not drawn)	1%	-6.6%
CCN(CC)C(=O)CN(c1ccc(Oc2ccccc2)cc1)S(C)(=O)=O	-3%	-3.3%
COCCn1c(CN2CC(C)CC(C)C2)nc2c1c(=O)n(C)c(=O)n2C (stereo not drawn)	3%	3.5%
COc1ccc(S(=O)(=O)N2CCc3ccccc32)cc1C(=O)OCc1nnc(-c2ccccc2)o1	-3%	-2.1%
Cc1onc(-c2ccccc2)c1C(=O)Nc1cc(C(F)(F)F)ccc1N1CCOCC1	-4%	3.0%
Cc1ccc(C)n1-n1c(C)nc2sc3c(c2c1=O)CCCCC3	-10%	7.3%
O=C(Nc1nc(-c2ccc3c(c2)OCO3)cs1)c1ccncc1	-4%	1.7%
CC1=C(C(=O)OCC(F)(F)F)C(c2cccc(Cl)c2)NC(=O)N1 (stereo not drawn)	-1%	0.5%
O=C(Cn1nnc(-c2ccncc2)n1)N(C1CCCCC1)C1CCCCC1	-6%	-2.3%
CCOC(=O)c1ccc(NC(=O)CNS(=O)(=O)c2ccccc2)cc1	/	1.1%
COc1ccccc1C(=O)N1CCN(Cc2ccccc2Br)CC1	2%	-1.1%
Cc1cc2n(c(=O)c1C#N)CCCN2c1ccccc1	/	7.6%

Next section; it opens with the 4 that closed the last part.
smiles	Rat MKP-3 inhibitors	Hsp70 displacement
O=C(Cn1nnc(-c2ccncc2)n1)N(C1CCCCC1)C1CCCCC1	-6%	-2.3%
CCOC(=O)c1ccc(NC(=O)CNS(=O)(=O)c2ccccc2)cc1	/	1.1%
COc1ccccc1C(=O)N1CCN(Cc2ccccc2Br)CC1	2%	-1.1%
Cc1cc2n(c(=O)c1C#N)CCCN2c1ccccc1	/	7.6%
COCCn1c(COc2ccc(C)cc2)nc2ccccc21	0%	3.8%
CCOC(=O)Cn1cc(-c2ccccc2)nn1	-13%	4.5%
COc1cccc(-n2c(SCC(=O)NC3CCCCC3)nc3n[nH]c(C)c3c2=N)c1	-4%	-2.8%
CCCOC(=O)c1ccc(NC(=O)c2cn(CC)c3nc(C)ccc3c2=O)cc1	/	-22%
COc1cc(C(=O)N/C(=C/c2ccc(N(C)C)cc2)C(=O)Nc2ccc(C)cc2)cc(OC)c1OC	1%	-1.1%
COc1cc(C(=O)NC2=NCCS2)ccc1OCc1c(C)noc1C	-4%	5.0%
Cc1cc(C)c2c(N)c(C(=O)NC3CC3)sc2n1	/	2.1%
C=CCN1C(=O)/C(=C\c2cc(Br)c(OCc3ccc(F)cc3)c(OC)c2)SC1=S	-3%	-0.9%
CCOC(=O)CCc1c(C)c2ccc(OCC(=O)OC(C)C)cc2oc1=O	-12%	0.4%
CCOc1cc(/C=N/NC(=O)CSc2nnc(-c3ccccc3)n2-c2ccccc2)ccc1O	2%	-2.2%
O=C(CSc1nnc(-c2ccccc2)c(-c2ccccc2)n1)N1CCOCC1	-2%&1%	-1.4%&3.2%
Cn1c(=O)c2c3c(sc2n2cnnc12)CCC3	/	5.2%
COc1ccc2nc(NC(=O)Cc3ccccc3)sc2c1	0%	3.3%
Cc1ccc(C(=O)O)cc1NC(=O)CCCC(=O)O	4%	-5.5%
COc1ccc(NC(=O)CSc2nnc(-c3ccoc3C)n2CC2CCCO2)cc1 (stereo not drawn)	/	0.1%
Cc1ccc(C(c2nnnn2Cc2cccs2)N2CCN(C(=O)c3ccco3)CC2)cc1 (stereo not drawn)	-2%	1.2%
COC(=O)c1[nH]c2ccc(C)cc2c1NC(=O)CN1CCC(C)CC1	-7%	0.4%
CC1=C(C(=O)OC(C)C)C(c2ccc(C)s2)NC(=O)N1C (stereo not drawn)	2%	-3.6%
CC1CC(N(C(=O)C2CC2)c2ccccc2)c2ccccc2N1C(=O)C1CC1 (stereo not drawn)	1%&1%	4.6%&-3.1%
O=C(c1ccco1)N1CCN(C(c2ccccc2F)c2nnnn2Cc2cccs2)CC1 (stereo not drawn)	-5%	0.4%
Cc1cc(C(=O)CSc2nc3ccccc3c(=O)[nH]2)c(C)n1C	-4%	2.8%
O=C1NN(c2ccccc2)C(=O)/C1=C\c1cccs1	6%	2.3%
CCC(C)(C(=O)NC1CCCC1)N(C(=O)c1cnccn1)c1c(C)n(C)n(-c2ccccc2)c1=O (stereo not drawn)	-13%	4.3%
CCC(C(=O)Nc1ccc2c(c1)OCCO2)c1ccccc1 (stereo not drawn)	4%	-1.2%
Cc1ccc2nc(-c3cccc(NC(=O)c4cccs4)c3)oc2c1	5%	-5.7%
COCC(=O)Nc1nc(-c2ccc(C)cc2)c(C)s1	/	-0.3%
COc1ccc(OC)c(-n2c(-c3cccc(O)c3)n[nH]c2=S)c1	-9%	1.1%
Cc1cccc(NC(=O)COc2ccccc2)c1	-12%	9.7%
Cc1csc2nnc(N)n12	-2%	-2.1%
CCOc1ccc2nc(SCC(=O)N(C)C)[nH]c2c1	/	0.6%
O=S(=O)(Nc1ccncc1Cl)c1ccccc1	/	-0.8%
CC(C)(C)Oc1ncc(Br)c(OC(C)(C)C)n1	-9%	5.5%
COc1ccc(-c2cc(NCc3ccccn3)n3ncnc3n2)cc1	0%	-1.4%
CC(C)Cc1nc2oc3c(N4CCN(C)CC4)ncnc3c2c2c1CCCC2	0%	-3.2%
CC(=O)NCCn1c(SCC(=O)OCc2ccccc2)nc2ccccc2c1=O	-4%	1.6%
COc1cccc(NC(=O)CSc2nc3n[nH]c(C)c3c(=N)n2-c2cccc(OC)c2)c1	/	0.7%
COc1ccc2c(c1)N(C(=O)CSc1n[nH]c(C)n1)C(C)(C)C=C2C	-5%	0.2%
CCOC(=O)c1cnc(-c2ccccc2)nc1NC	-6%	0.4%
Cc1ccc(-c2n[nH]c(=O)c3ccccc23)cc1S(=O)(=O)N(C)CCO	/	-2.0%
CN1CCN(C(=O)c2nn3c(C(F)(F)F)cc(-c4ccco4)nc3c2Cl)CC1	1%	0.9%
COc1ccccc1NC(=O)C(C)NS(=O)(=O)c1ccccc1 (stereo not drawn)	-9%	3.7%
CCc1cccc(NC(=O)Nc2cccs2)c1	5%	0.9%
O=C(c1cccnc1)N1CCC(c2nc3ccccc3[nH]2)CC1	6%	0.4%
C=CCNC(=O)C1CC(c2cccc(OC)c2)=NO1 (stereo not drawn)	3%	4.8%
COc1ccc2sc(C)nc2c1NC(C)=O	-6%	1.4%
Cc1oc2ccc(OC(=O)c3ccc([N+](=O)[O-])cc3)cc2c1C(=O)OC(C)C	1%	-3.2%
CC(=O)/C(C[N+]1(C)CCCCC1)=N\O	-5%	1.8%
O=C(Nc1ccccc1)N(C1=NCCCCS1)c1ccccc1	-6%	-2.2%
COCCN1Cc2cccc(C(=O)Nc3c(C)cc(C)cc3C)c2C1=O	0%	-1.2%
Cc1ccc(S(=O)(=O)c2nc(N)sc2Cl)cc1	-4%	0.4%
COc1ccccc1/C=N/NC(=O)C1CC(=O)N(c2ccccc2)C1 (stereo not drawn)	1%	-2.7%
O=P(CCCO)(c1ccccc1)c1ccccc1	1%	-1.4%
